Compound activity deposited in PubChem BioAssay by several laboratories.
RGS4 inh – RGS4 inhibitors, primary screen, cell-based, HEK293 M3R inducible RGS4, calcium flux; Regulator of G-protein signaling 4 (Homo sapiens), P49798; Fluo-4 calcium flux; hits give high values; triggered by carbachol at its EC20; B-score at 10 µM; hit rate 0.45% among 310,000; AID 463165, 2010;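 active = B-score, a plate-corrected calcium signal, over three deviations above library mean, with baseline fluorescence within five deviations of library mean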;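 note: RGS4 expression induced by doxycycline in cells with stable M3 receptor; B-score is computed from the integrated fluorescence ratio over baseline after carbachol; higher B-score means a larger calcium signal and so more RGS4 inhibition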
Target sequence (P49798 whole entry, looked up): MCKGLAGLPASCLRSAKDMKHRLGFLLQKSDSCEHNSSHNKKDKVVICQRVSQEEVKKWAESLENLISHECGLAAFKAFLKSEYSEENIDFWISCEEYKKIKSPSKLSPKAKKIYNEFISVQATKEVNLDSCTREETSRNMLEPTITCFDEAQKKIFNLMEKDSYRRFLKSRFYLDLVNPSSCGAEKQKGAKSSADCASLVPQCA
MrgX1 antag – antagonists of human MrgX1 receptor, primary screen, HEK293 cells, Fluo-4 calcium flux; Mas-related G-protein coupled receptor member X1 (Homo sapiens), Q96LB2; BAM8-22 antagonism; hits give low values; B-score at 10 µM; hit rate 1.3% among 310,000;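 active = calcium-response B-score plate-corrected more than 3 library SD below zero, starting fluorescence within 5 deviations, no agonist response on first addition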;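 note: peak minus trough fluorescence over baseline after final BAM8-22 challenge near maximal dose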
Target sequence (Q96LB2 whole entry, looked up): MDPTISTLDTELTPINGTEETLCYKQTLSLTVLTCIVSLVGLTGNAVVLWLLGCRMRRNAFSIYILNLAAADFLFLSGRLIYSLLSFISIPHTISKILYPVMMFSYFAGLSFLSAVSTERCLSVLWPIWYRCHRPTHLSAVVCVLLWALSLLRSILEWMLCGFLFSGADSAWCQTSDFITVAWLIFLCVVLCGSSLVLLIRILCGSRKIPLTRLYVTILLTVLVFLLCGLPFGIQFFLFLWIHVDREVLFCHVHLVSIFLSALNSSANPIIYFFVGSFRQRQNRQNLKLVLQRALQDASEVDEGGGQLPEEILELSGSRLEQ
RGS4 act – RGS4 potentiators or activators, primary screen, cell-based, HEK293 M3R inducible RGS4, calcium flux. carbachol calcium flux Fluo4; hits give low values. B-score at 10 µM. hit rate 0.92% among 310,000. AID 463111, 2010;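 active = B-score of the integrated calcium signal more than 4 SD below the library mean, with starting fluorescence not abnormally high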;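 note: negative B-score means reduced calcium response which marks RGS4 activation or potentiation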
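test system = M3R-expressing HEK293 line, RGS4 induced by doxycycline | probe or stimulus = carbachol at ECmax as muscarinic agonist stimulus | timing = dye loading 30 min 37 °C, buffer rest 30 min RT | signal = calcium dye Fluo4 fluorescence | evaluation = B score from integrated fluorescence ratio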
ANO1 block – TMEM16A chloride channel inhibitors, primary screen, cell-based, HTS. hit rate 1.2% among 310,000. normalized B-score (activity score, 25-100; higher = stronger inhibition) at 10 µM. HEK293 TMEM16A/YFP iodide influx fluorescence, ionomycin;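 active = ratio plate-corrected score three or more library SD toward inhibition, starting fluorescence score within five deviations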;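 note: score derived from kinetic fluorescence span divided by baseline fluorescence per well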
TRPC6 inhibitor – mouse TRPC6 channel inhibitors, primary screen, cell-based, HEK293, membrane potential dye | Short transient receptor potential channel 6 (Mus musculus), Q61143 | B-score at 10 µM | hit rate 1.1% among 310,000 | ACh-evoked depolarization; hits give low values;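 active = B-score under library mean minus 3 SD, initial fluorescence not abnormally high, positive integrated signal ratio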;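 note: B-score derived from integrated fluorescence ratio over the kinetic read; more negative B-score means stronger inhibition of depolarization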
SKKanGAS inh – S. pyogenes SKKanGAS growth inhibitors in kanamycin, primary screen, streptokinase expression inhibitor project, SKKanGAS strain, BacTiter-Glo luminescence; 6 h; inhibition, % at 7.5 µM; hit rate 1.3% among 300,000;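 active = mean replicate score, as percent of positive control median, at least 50; inconclusive = mean below 50 but one replicate at or above 50; inactive = mean and every replicate below 50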;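 note: strain carries kanamycin resistance gene driven by streptokinase promoter and grows in 40 µg/ml kanamycin; loss of luminescence reflects streptokinase promoter inhibition or plain growth inhibition; 0% = median of DMSO wells and 100% = positive control at its reference dose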
HDAC3 inh – HDAC3 deacetylase inhibitors, primary screen, biochemical, fluorescence, cell-free homogeneous; inhibition, % at 8.3 µM; hit rate 0.15% among 320,000; Histone deacetylase 3 (Homo sapiens), O15379; recombinant HDAC3, fluorogenic peptide/trypsin coupled; in the data active = inhibition above about 26%, passing the limit was not always enough; inconclusive = no clear call, values can overlap the other calls
Target sequence (O15379 whole entry, looked up): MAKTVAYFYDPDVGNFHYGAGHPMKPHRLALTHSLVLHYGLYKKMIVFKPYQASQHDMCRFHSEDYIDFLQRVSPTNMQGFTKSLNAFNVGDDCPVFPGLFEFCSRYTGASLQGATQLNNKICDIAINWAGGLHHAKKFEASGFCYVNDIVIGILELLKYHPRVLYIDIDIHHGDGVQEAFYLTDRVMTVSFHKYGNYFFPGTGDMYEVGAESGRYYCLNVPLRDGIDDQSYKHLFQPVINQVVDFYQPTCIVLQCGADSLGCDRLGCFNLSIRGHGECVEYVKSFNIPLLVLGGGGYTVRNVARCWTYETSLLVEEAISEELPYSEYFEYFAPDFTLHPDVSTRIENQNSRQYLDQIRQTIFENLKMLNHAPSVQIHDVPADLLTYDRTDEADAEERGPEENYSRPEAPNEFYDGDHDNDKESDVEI
MrgX1 PAM – positive allosteric modulators of MrgX1, primary screen, HEK293 cells, Fluo-4 calcium flux; FDSS; hits give high values; B-score at 10 µM; hit rate 0.63% among 310,000; Mas-related G-protein coupled receptor member X1 (Homo sapiens), Q96LB2;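 active = plate-corrected calcium response at least 3 library SD above typical, normal starting fluorescence, not activating the receptor alone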;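 note: compound read alongside a low EC10 to EC30 dose of BAM8-22 agonist; peak minus trough fluorescence over baseline measured at the second addition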
MrgX1 ag – agonists of human MrgX1 receptor, primary screen, HEK293 cells, Fluo-4 calcium flux; Fluo-4 calcium fluorescence, agonist mode; hits give high values; B-score at 10 µM; hit rate 0.44% among 310,000; AID 588627, 2011;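 active = calcium response B-score plate-corrected fluorescence ratio at least 3 library SD, with starting fluorescence B-score inside 5 SD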
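Material: MrgX1-expressing HEK293 cells; input: 15,000 cells per well; doses: test compound given as first of three sequential additions; schedule: overnight plating before 1 h dye loading; technique: Fluo-4 NW calcium-flux fluorescence, kinetic read; evaluation: baseline-normalised fluorescence change ratio, B-scored; control set: plate-wise positive and negative controls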
TMEM16A act – TMEM16A chloride channel activators or potentiators, primary screen, cell-based, HTS; Anoctamin-1 (Mus musculus), Q8BHY3; HEK293 TMEM16A/YFP-H148Q/I152L, iodide quench fluorescence; hits give low values; B-score at 10 µM; hit rate 0.3% among 340,000; AID 623877, 2012;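 active = fluorescence-ratio B-score plate-corrected deviation score at least 3 library SD below zero, with starting fluorescence score within 5 deviations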;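 note: channel opened by trigger with iodide after compound preincubation; score built on the fluorescence ratio of max minus min over baseline; more negative score means more quench and so TMEM16A activation or potentiation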
TRPC6 activator – mouse TRPC6 channel activators, primary screen, cell-based, HEK293, membrane potential dye; HEK293-TRPC6 membrane potential dye fluorescence; hits give high values; Short transient receptor potential channel 6 (Mus musculus), Q61143; B-score at 10 µM; AID 2550, 2010; hit rate 0.13% among 310,000;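 active = B-score of the integrated fluorescence ratio above library mean plus 3 SD, and starting fluorescence ratio within library mean plus 5 SD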;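 note: higher score means more depolarization so channel activation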
* = called active by the depositor; i = inactive; ? = inconclusive; / = not tested or not shown.

SMILES,RGS4 inh,ANO1 block,MrgX1 PAM,HDAC3 inh,TRPC6 activator,MrgX1 antag,RGS4 act,TRPC6 inhibitor,SKKanGAS inh,TMEM16A act,MrgX1 ag
CCN(CC)S(=O)(=O)c1ccc(N2CCOCC2)c(NC(=O)C2COc3ccccc3O2)c1 (centres undefined),i,i,i,4.5,i,i,i,i,2.8,i,i
O=C(Cc1ccccc1F)OCC(=O)N1CCN(C(=O)c2ccco2)CC1,i,i,i,1.2,i,i,i,i,3.9,i,i
COC(=O)c1cccc(NS(=O)(=O)c2ccc(NC(C)=O)cc2)c1C,i,i,i,-4.7,i,i,i,i,-2.9,i,i
Cc1oc(-c2ccccc2Cl)nc1CS(=O)CC(=O)NCc1cccs1 (centres undefined),i,i,i,1.8,i,i,i,i,-14.4,i,i
CCc1nnc(NC(=O)CSc2nnc(-c3cc4ccccc4cc3O)n2CCOC)s1,i,i,i,0.0,i,i,i,i,-7.3,i,i
O=C(N1CCOCC1)N1CCc2ccccc21,i,i,i,-5.7,i,i,i,i,-3.5,i,i
COc1ccc(C2C(C#N)=C(N)Oc3c2ccc2cccnc32)cc1OC (centres undefined),i,i,i,2.2,i,i,i,i,10.7,i,i
O=C(/C(=N\Nc1ccccc1)Sc1nnnn1-c1ccccc1)c1ccccc1,i,i,i,4.0,i,i,i,i,4.1,i,i
CC/C(=N\NC(=O)Nc1nonc1N)c1ccc(OC)c(OC)c1,i,i,i,0.6,i,i,i,i,10.4,i,i
CC(C)c1ccc(N2C(=O)C(Cl)=C(N3CCOCC3)C2=O)cc1,i,i,i,3.7,i,i,i,i,-6.2,i,i
CCNC(=O)COC(=O)c1ccc(-n2nc(C)cc2C)cc1,i,i,i,-2.3,i,i,i,i,-4.0,i,i
CS/C(=N\S(=O)(=O)c1cccs1)Nc1ccc(F)c(Cl)c1,i,i,i,-4.0,i,i,i,i,8.8,i,i
COc1ccc(OCCC(=O)NCc2ccccc2)cc1,i,i,i,0.3,i,i,i,i,2.1,i,i
CC(CN1CCN(C)CC1)OC(=O)c1ccccc1Cl (centres undefined),i,i,i,2.5,i,i,i,i,-5.3,i,i
CC1(C)CC(CCC(=O)NC(=S)Nc2ccccc2Cl)C(=O)O1 (centres undefined),i,i,i,-3.5,i,i,i,i,3.1,i,i
CN1CCN(Cc2nc(Cc3cccc(F)c3)no2)CC1c1ccccc1 (centres undefined),i,i,i,2.7,i,i,i,i,-3.3,i,i
Nc1nc(-c2cccnc2)nn1C(=O)c1ccco1,i,/,/,/,i,/,i,i,-1.0,/,/
CC(C)NC(=O)C(OC(=O)c1ccccc1)C(OC(=O)c1ccccc1)C(=O)O (centres undefined),i,i,i,4.6,i,i,i,i,-2.3,i,i
O=S(=O)(c1cccs1)N1CCN(CCc2ccccc2)CC1,i,i,i,-9.1,i,i,i,i,-7.6,i,i
CC1(C)Cc2c(sc(NC(=O)c3ccc4c(c3)OCCO4)c2C(N)=O)C(C)(C)N1,i,i,i,2.9,i,i,i,i,13.6,i,i
COc1ccc(-c2[nH]c3ccccc3c2SCCNC(=O)c2ccccc2)cc1,i,i,i,6.0,i,i,i,i,22.8,i,i
CCn1c(=O)[nH]c2ccccc2c1=O,i,i,i,2.8,i,i,i,i,-17.1,i,i
Cc1cccc(C=Nc2ccc3c(c2)oc2ccccc23)c1O,i,i,i,-13.1,i,i,i,i,0.2,i,i
O=C(N/N=C/c1ccccn1)c1ccncc1,i,i,i,2.5,i,i,i,i,2.7,i,i
O=C1CC(c2nc3ccccc3[nH]2)CN1c1cccc(C(F)(F)F)c1 (centres undefined),i,i,i,?,i,i,i,i,-10.8,i,i
COCCn1c(C)cc(C(=O)COc2nc3ccccc3nc2C)c1C,i,i,i,2.3,i,i,i,i,-4.2,i,i
CC1(C)CC(C)(O)P(=O)(c2ccccc2)O1 (centres undefined),/,i,i,3.3,/,i,/,/,/,i,i
Cc1ccc(C2NC(=O)c3ccccc3O2)cc1 (centres undefined),i,i,i,6.5,i,i,i,i,1.7,i,i
FC(F)(F)c1ccc(N2CCN(c3ncnc4c3nnn4Cc3ccccc3)CC2)nc1,i,i,i,-8.6,i,i,i,i,0.0,i,i
COCCn1c(-c2ccc(C#N)cc2)nc2c1c(=O)[nH]c(=O)n2Cc1ccccc1,i,i,i,-37.6,i,i,i,i,6.0,i,i
C#CCOCCOCCOCCNc1nc(N2CCN(C(=O)[C@H](Cc3ccc(O)cc3)n3cc([C@@H](N)C(C)CC)nn3)CC2)nc(N2CCN(C(=O)[C@H](CCCCN)n3cc([C@@H](N)CO)nn3)CC2)n1 (some centres undefined),i,i,i,-4.2,i,i,i,i,7.2,i,i
NC(=O)c1cccnc1Oc1ccc(Cl)cc1Cl,i,i,i,10.4,i,i,i,i,-7.9,i,i
Cc1ccc(-c2csc(NCCn3c(C(F)(F)F)nc4ccccc43)n2)cc1,i,i,i,1.1,i,i,i,i,5.4,i,i
O=C(CN1C(=O)c2ccccc2S1(=O)=O)NCCSC1CCCCC1,i,i,i,-6.9,i,i,i,i,0.4,i,i
O=C1C(Cl)=C(NCCc2ccccc2)C(=O)N1CCc1ccccc1,i,i,i,0.8,i,i,i,i,9.0,i,i
CN(C)S(=O)(=O)c1ccc(/C(O)=C2/C(=O)C(=O)N(Cc3cccnc3)C2c2ccncc2)cc1 (centres undefined),i,i,i,7.2,i,i,i,i,0.0,i,i
Cc1ccc(OCC(=O)N2CCCCCC2)c(C)c1,i,i,i,-2.4,i,i,i,i,3.2,i,i
COc1ccc(NC(=O)CSc2nc3ccccc3nc2N2CCCC2)cc1Cl,i,i,i,-1.2,i,i,i,i,2.8,i,i
COC(=O)C1(CC2CC(c3ccccc3)=NO2)CCN(C(=O)OC(C)(C)C)CC1 (centres undefined),i,25*,i,4.7,i,i,i,i,-3.1,i,i
CSCCC(NC(=O)COc1ccccc1)C(=O)OCC(=O)c1ccccc1 (centres undefined),i,i,i,-0.3,i,i,i,i,1.1,i,i
COc1ccc(/C=N/N(C(C)=O)c2nc(-c3ccc(C)cc3)cs2)cc1,i,i,i,-7.1,i,i,i,i,0.2,-7.17*,i
CCCCN(C)S(=O)(=O)c1ccc(C(=O)Nc2nnc(C3=COCCO3)o2)cc1,i,i,i,5.4,i,i,i,i,8.9,i,i
Cc1ccc(S(=O)(=O)NCCCCCC(=O)Nc2c(C)n(C)n(-c3ccccc3)c2=O)cc1,i,i,i,-3.0,i,i,i,i,10.9,i,i
O=C(NNC(=S)Nc1ccccc1C(F)(F)F)C1CC1,i,i,i,5.9,i,i,i,i,-13.0,i,i
COc1ccc(C2(C(=O)NCCCN(C)C)CCOCC2)cc1,i,i,i,3.5,i,i,i,i,-2.7,i,i
COc1ccc(Cl)cc1C(=O)Nc1cccnc1Cl,i,i,i,-9.5,i,i,i,i,-6.1,i,i
COc1ccc(CC(=O)n2[nH]c(=O)c3ccccc3c2=O)cc1OC,i,i,i,-2.6,i,i,i,i,0.9,i,i
CCCNC(=O)C1CCN(S(=O)(=O)c2ccc3c(c2)OCCO3)CC1,i,i,i,-1.9,i,i,i,i,-0.5,i,i
Cn1c(CNC(=O)c2cccs2)nnc1SCC(=O)Nc1ccccc1,i,i,i,-4.0,i,i,i,i,11.5,i,i
COCCCNCC(O)COc1cccc2[nH]c(C)cc12 (centres undefined),i,i,i,-1.7,i,i,i,i,-0.7,i,i
COc1ccccc1NC(=O)c1cnc(SCC(=O)NCCc2ccccc2)n(C)c1=O,i,i,i,-3.8,i,i,i,i,2.1,i,i
CN1CCN(C(=O)CCc2ccc(S(=O)(=O)NC3CCCCC3)cc2)CC1,i,i,i,3.2,i,i,i,i,3.2,i,i
CC(=O)Nc1ccc(C(=O)COC(=O)C2CC3CCCC(C2)C3=O)cc1 (centres undefined),i,i,i,-1.2,i,i,i,i,-0.9,i,i
COc1ccc2cc(Br)ccc2c1CC(=O)NC(C)(C)C,i,i,i,5.9,i,i,i,i,-8.7,i,i
COc1ccc(C2=NOC(C(=O)O)C2)cc1 (centres undefined),i,i,i,3.2,i,i,i,i,2.2,i,i
CC(C)Sc1nnc(NC(=O)c2ccco2)s1,i,i,i,3.1,i,i,i,i,-1.0,i,i
CCOc1ccccc1Nc1nc(N)nc(CN2CCCCC2C)n1 (centres undefined),i,i,i,2.1,i,i,i,i,0.5,i,i
COc1ccc(CN2CCN(C(=O)c3cccnc3)CC2)cc1Br,i,i,i,-0.1,i,i,i,i,-1.4,i,i
CCCCN(CCCC)Cc1ccc(C(=O)NN)o1,i,i,i,-9.9,i,i,i,i,7.8,i,i
Cc1ccc2nc(C)c(CN3CCN(c4ccc([N+](=O)[O-])cc4Cl)CC3)n2c1,i,25*,i,7.2,i,i,i,i,7.2,i,i

(cont.)
SMILES,RGS4 inh,ANO1 block,MrgX1 PAM,HDAC3 inh,TRPC6 activator,MrgX1 antag,RGS4 act,TRPC6 inhibitor,SKKanGAS inh,TMEM16A act,MrgX1 ag
Cc1onc(-c2c(F)cccc2Cl)c1C(=O)OCC(=O)NC(c1ccccc1)c1ccccc1,i,i,i,7.9,i,i,i,i,9.3,i,i
COc1ccc(/C=N\NC(=O)c2ccc(-c3ccccc3)cc2)c(OC)c1OC,i,i,i,-16.0,i,i,i,i,/,i,i
Cc1ccc(-c2nc(CN3CCN(c4cnccn4)CC3)c(C)o2)o1,i,i,i,-7.6,i,i,i,i,-11.9,i,i
CNC(=O)CN(c1cc(OCCOC)c(Cl)cc1Cl)S(=O)(=O)c1ccc(OC)cc1,i,i,i,-3.7,i,i,i,i,1.1,i,i
Cc1ccc(CNc2c(C=O)c(=O)[nH]c3ccccc23)cc1,i,i,i,0.7,i,i,i,i,1.9,i,i
